Assay outcomes: PubChem BioAssay, The Scripps Research Institute Molecular Screening Center
M4 ag: human M4 muscarinic receptor agonists, primary screen, CHO-K1 cells, Fluo-8 calcium fluorescence. Muscarinic acetylcholine receptor M4 (Homo sapiens), P08173. CHO-K1 hM4/Gqi5; vehicle 0%, full acetylcholine response 100%. activation, % at 3 µM. 0.14% of 360,000 active. AID 624127, 2012;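 active = activation above the run mean over all test wells plus 3 SD, cut at about 32% in these data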;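 also: peak over basal fluorescence ratio per well then scaled between controls; 0% = DMSO wells and 100% = acetylcholine at EC100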
CHO parental Ca: ATP-evoked calcium signal inhibitors, parental CHO, primary screen, counter-screen for OX1R antagonist project, cell-based, fluorescence, Fluo-8 calcium dye; 0.63% of 330,000 active; parental CHO-K1, ATP-induced calcium, Fluo-8 fluorescence; inhibition, % at 5.6 µM;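 active = inhibition above that plate's mean sample inhibition plus 3 SD, cut at about 26% in these data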;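 also: 0% = ATP-challenged DMSO wells and 100% = DMSO wells without ATP; some compounds past the cut are filed as inactive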
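material = parental CHO cells | also added = ATP as calcium-mobilizing challenge | dosing = single point at 5.6 µM | detection = intracellular calcium via Fluo-8 no-wash fluorescent dye | read-out = % inhibition | benchmarks = low control ATP plus DMSO, high control DMSO only | repeats = one well per compound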
CHRM1 agonist: human M1 muscarinic receptor agonists, primary screen, Fluo-8 calcium fluorescence, CHO-K1 cells, HTS. Muscarinic acetylcholine receptor M1 (Homo sapiens), P11229. CHO-K1 hM1, agonist mode; 0% DMSO, 100% acetylcholine EC100. activation, % at 3 µM. 0.33% of 360,000 active;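 active = activation above the run's mean compound activation plus 3 SD, cut at about 16% in these data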;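 also: peak over basal fluorescence ratio within a 140 s kinetic read after compound addition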
Target sequence (P11229 whole entry, looked up): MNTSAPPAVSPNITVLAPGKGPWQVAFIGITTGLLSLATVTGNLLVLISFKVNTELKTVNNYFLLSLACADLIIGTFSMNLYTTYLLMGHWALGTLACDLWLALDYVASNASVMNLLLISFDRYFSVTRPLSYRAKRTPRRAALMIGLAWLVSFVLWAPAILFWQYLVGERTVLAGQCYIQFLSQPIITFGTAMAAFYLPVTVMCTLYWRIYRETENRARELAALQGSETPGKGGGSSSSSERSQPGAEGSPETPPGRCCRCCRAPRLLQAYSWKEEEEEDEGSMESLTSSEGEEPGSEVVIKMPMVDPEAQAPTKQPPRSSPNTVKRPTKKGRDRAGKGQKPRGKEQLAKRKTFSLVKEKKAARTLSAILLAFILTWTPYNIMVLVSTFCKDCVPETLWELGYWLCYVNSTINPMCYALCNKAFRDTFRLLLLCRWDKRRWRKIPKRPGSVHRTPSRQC
OXTR potentiator: human OXTR potentiators, primary screen, fluorescence, CHO-OTR cells, Fluo-8 calcium; Oxytocin receptor (Homo sapiens), P30559; Fluo-8 calcium fluorescence, potentiator mode; 0% = oxytocin EC15, 100% = EC100; activation, % at 3 µM; 0.061% of 320,000 active;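 active = activation above that plate's cutoff, the mean activation of tested compounds plus 3 SD, cut at about 6.6% in these data, passing the limit was not always enough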;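 also: 100% uses oxytocin at 75 nM as the full agonist control; some results filed as inactive read as strong as hits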
Target sequence (P30559 whole entry, looked up): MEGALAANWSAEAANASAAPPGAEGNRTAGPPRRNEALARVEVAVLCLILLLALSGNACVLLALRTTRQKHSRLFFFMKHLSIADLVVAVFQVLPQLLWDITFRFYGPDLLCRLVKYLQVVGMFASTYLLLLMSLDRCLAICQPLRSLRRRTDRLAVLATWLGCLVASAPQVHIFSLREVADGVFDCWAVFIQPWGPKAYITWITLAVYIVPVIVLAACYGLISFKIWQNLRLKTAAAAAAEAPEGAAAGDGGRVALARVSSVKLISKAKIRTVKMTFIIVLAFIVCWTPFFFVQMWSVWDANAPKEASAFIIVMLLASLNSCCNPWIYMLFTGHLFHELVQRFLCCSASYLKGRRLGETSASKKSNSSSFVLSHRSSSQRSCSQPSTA
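Assay system: CHO cell line stably expressing human OTR | Also added: Oxytocin at about EC15, sub-maximal agonist stimulus | Times: Compound 6 min at room temperature before oxytocin, 100 s read | Measured by: Fluo-8 intracellular calcium fluorescence, ex 470-495, em 515-575 nm | Controls: EC15 oxytocin alone as 0%, 75 nM oxytocin as 100%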
M1 antag: human M1 muscarinic receptor antagonists, primary screen, CHO-K1 cells, Fluo-8 calcium fluorescence, 1536-well. inhibition, % at 3 µM. CHO-K1 hM1, ACh EC80 antagonist. 1.3% of 360,000 active. AID 588852, 2011. Muscarinic acetylcholine receptor M1 (Homo sapiens), P11229;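 active = percent inhibition above its own plate's cutoff, namely the mean of that plate's compound wells plus 3 SD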;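 also: peak over basal fluorescence ratio during 140 s after agonist addition; 0% = ACh EC80 plus DMSO and 100% = DMSO alone without agonist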
CHRM4 antagonist: human M4 muscarinic receptor antagonists, primary screen, CHO cells, Fluo-8 calcium fluorescence | Muscarinic acetylcholine receptor M4 (Homo sapiens), P08173 | CHO-hM4 cells, ACh EC80 | inhibition, % at 3 µM | 0.73% of 360,000 active | AID 624125, 2012;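 active = inhibition above its plate's cutoff, the mean inhibition of sample wells plus 3 SD, cut at about 27% in these data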;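 also: 0% = acetylcholine EC80 with DMSO and 100% = DMSO without agonist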
M1 ag parental: counter-screen for M1 agonists: effect in parental CHO-K1 cells; activation, % at 3 µM; Fluo-8 calcium fluorescence; scaled to maximal ATP response, vehicle zero; 0.48% of 360,000 active; in the data active = activation above about 15%;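 also: untransfected CHO-K1 host cells lacking M1 receptor as counterscreen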
M1 PAM: human M1 muscarinic receptor positive allosteric modulators, primary screen, CHO-K1 cells, Fluo-8 calcium fluorescence, 1536-well; Muscarinic acetylcholine receptor M1 (Homo sapiens), P11229; CHO-K1 hM1, ACh EC20; 0% = ACh EC20, 100% = maximal ACh; activation, % at 3 µM; 0.088% of 360,000 active; AID 588819, 2011; in the data active = activation above about 19%, passing the limit was not always enough
CHO-K1 Ca antag: M1 antagonist counterscreen hit in parental CHO-K1 cells. ATP-induced calcium, Fluo-8 fluorescence. inhibition, % at 3 µM. 0.6% of 360,000 active. AID 602250;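 active = inhibition above a per-plate cutoff, the plate's mean sample inhibition plus 3 SD, cut at about 24% in these data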;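 also: 0% = DMSO plus EC80 ATP and 100% = DMSO alone without ATP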
Active calls of the source: *; . = no result given.

SMILES	M4 ag	CHO parental Ca	CHRM1 agonist	OXTR potentiator	M1 antag	CHRM4 antagonist	M1 ag parental	M1 PAM	CHO-K1 Ca antag
COc1ccc(NC2CCCN(C(=O)Cn3ccc(C)n3)C2)cc1OC (stereo unspecified)	0.0	-2.6	-2.3	-3.7	-12.8	-2.7	0.1	8.2	7.3
Cc1cc(C)nc(N/C(=N/S(=O)(=O)Cc2ccccc2)Nc2ccccc2)n1	1.1	-3.2	-4.4	-4.4	-2.6	-1.9	-0.4	12.4	0.5
CC1=C(C(=O)Nc2ccccc2)C2(CCCCC2)C(C#N)=C(SCC(N)=O)N1	0.8	-5.7	-0.9	-15.4	-33.6	-2.1	1.6	7.0	-7.6
CCc1cc(C(=O)Nc2ccccc2N2CCOCC2)sc1C	0.1	-29.5	-4.5	2.6	-11.3	-4.2	-0.4	12.9	-14.5
O=C(/C=C/c1ccco1)NC(=S)Nc1ccc(C(=O)O)cc1	1.6	-10.6	-2.6	-11.2	-5.0	-9.4	0.1	0.8	-7.4
Clc1cccc(Cl)c1-c1noc(-c2ccno2)n1	-0.4	-7.8	-3.7	-5.8	-12.3	-3.2	0.0	9.5	-3.1
CCCc1cc(=O)n2[nH]c(NCc3c(F)cccc3Cl)nc2n1	0.4	-13.3	-3.1	-7.0	-13.2	-0.2	0.6	11.8	1.4
Cc1cccc(OCC(=O)O/N=C(\N)c2ccccn2)c1C	1.6	-12.5	-4.0	-0.2	-6.3	2.5	1.4	6.7	7.8
Clc1cccc(Cc2c(-c3ccco3)nc3c4ccccc4ccn23)c1	-0.5	.	.	.	.	-11.1	3.1	.	-22.5
CCOC(=O)c1cc(C)n(-c2ccccc2)c1C	-1.3	-21.4	-5.4	6.3	-10.9	-9.3	0.4	5.4	-4.3
CCOC(=O)C(CC)Sc1nnc(COc2ccc(C)cc2)n1-c1ccccc1 (stereo unspecified)	3.1	-13.7	-0.6	-21.3	2.4	3.7	2.3	1.3	12.1
S=C1SCN(Cc2ccccc2)CN1Cc1ccco1	2.0	.	-2.5	.	-16.2	-11.1	0.3	6.6	-11.7
CC(=O)c1ccc(NC(=O)CCC(=O)OCC(F)(F)C(F)F)cc1	-0.1	5.9	-4.8	-0.6	0.4	-3.2	0.2	-2.7	8.2
CC(NC(=O)c1cccnc1Sc1ccccc1)c1ccc(S(N)(=O)=O)cc1 (stereo unspecified)	1.5	-5.5	1.3	-0.2	-11.4	0.7	4.1	14.7	-3.9
Cc1cccc(NC(=O)CSc2n[nH]c(-c3ccncc3)n2)c1	-1.2	4.7	-1.2	-12.7	8.7	13.3	-0.1	-4.2	-0.6
COc1ccc2c(c1)c(=O)oc1cc(OCC(=O)NCC3CCC(C(=O)O)CC3)ccc12 (stereo unspecified)	-0.4	-4.8	4.1	1.6	-8.5	-5.0	-0.3	12.9	2.3
C/C(=N\Nc1ccccc1)c1c(O)cc(C)oc1=O	1.2	-8.4	-5.8	-0.8	-5.7	-4.5	0.3	10.1	-5.4
CCc1ccc(NC(=O)N2CCC(c3ccccc3)C2)cc1 (stereo unspecified)	0.8	-19.0	0.1	0.7	-6.9	-6.0	0.9	16.9	-16.6
CSCC[C@H](NC(=O)OC(C)(C)C)C(=O)N1CCC(C(=O)N[C@@H](Cc2c[nH]c3ccccc23)C(=O)O)CC1	1.3	-4.6	-2.2	1.9	-0.6	8.8	0.1	-0.5	-11.9
CCN(C(=O)CSc1nnc(Cc2cccc3ccccc23)n1N)C1CCS(=O)(=O)C1 (stereo unspecified)	0.3	13.3	-2.4	-9.2	-10.9	4.1	-0.4	12.2	13.4
CCOC(=O)c1cc(NC(=O)Nc2ccccc2Cl)c(C)nc1C	2.4	-1.7	-2.4	-14.4	-0.9	-6.1	0.3	10.1	7.0
O=C1c2ccccc2C(O)N1Cc1cccs1 (stereo unspecified)	1.5	-4.2	-6.5	2.5	-9.1	-3.5	14.9	11.4	-3.5
CCOc1ccc(NC(=S)N(CCc2ccncc2)C(C)C)cc1	0.9	-6.5	-1.8	-5.9	-15.3	0.8	0.3	12.0	-14.4
O=C(Cn1ccc2cc(S(=O)(=O)N3CCCCC3)ccc21)NCc1ccccc1F	4.7	-14.8	-1.7	-1.6	-1.7	-4.9	5.5	-0.3	-14.8
Cc1cc(C)c(S(=O)(=O)N2CCOCC2)c(C)c1N(C)S(=O)(=O)c1ccccc1	3.2	-12.2	-3.5	-3.7	11.1	0.9	3.2	-4.9	0.8

Reprinted from the part before: three compounds; new compounds follow.
SMILES	M4 ag	CHO parental Ca	CHRM1 agonist	OXTR potentiator	M1 antag	CHRM4 antagonist	M1 ag parental	M1 PAM	CHO-K1 Ca antag
CCOc1ccc(NC(=S)N(CCc2ccncc2)C(C)C)cc1	0.9	-6.5	-1.8	-5.9	-15.3	0.8	0.3	12.0	-14.4
O=C(Cn1ccc2cc(S(=O)(=O)N3CCCCC3)ccc21)NCc1ccccc1F	4.7	-14.8	-1.7	-1.6	-1.7	-4.9	5.5	-0.3	-14.8
Cc1cc(C)c(S(=O)(=O)N2CCOCC2)c(C)c1N(C)S(=O)(=O)c1ccccc1	3.2	-12.2	-3.5	-3.7	11.1	0.9	3.2	-4.9	0.8
O=C(CN1CCN(c2ccc(F)cc2)CC1)c1ccc(O)cc1O	0.5	5.7	-1.4	-8.2	1.2	-0.2	1.9	-0.7	-12.1
Cn1c(-c2ccc3ccccc3n2)nc2cnccc21	5.5	-32.9	7.9	-6.8	-22.2	-12.4	0.4	0.6	-16.1
Cc1ccc(S(=O)(=O)N2CCCCC2)cc1C(=O)OCC(=O)N1c2ccccc2NC(=O)C1(C)C	0.4	-19.3	-3.1	-6.1	-3.6	-3.4	0.1	4.5	-12.4
C=CCn1c(SCC(=O)NNC(=O)Nc2cccc(Cl)c2)nnc1-c1ccccc1	2.9	-12.1	-2.6	-11.4	-10.2	4.6	1.3	1.2	-10.0
COc1ccc(C(CC(=O)O)NS(=O)(=O)c2ccc3c(c2)N(C(C)=O)CC(C)O3)cc1 (stereo unspecified)	0.8	-1.7	-2.1	-4.2	-0.1	1.8	0.1	7.0	-7.0
CCOc1ccccc1NC(=O)c1cnc(NS(=O)(=O)c2ccccc2)nc1	1.1	-5.2	-3.0	2.5	-10.8	-1.6	0.8	14.4	-12.1
CC1CCN(Cc2c(C(=O)N/N=C/c3cccc(C(F)(F)F)c3)nnn2-c2nonc2N)CC1	-0.1	-30.1	-3.1	-2.5	-0.4	-1.2	-0.5	-1.1	-15.8
CSc1cccc(NC(=S)N(CCC(C)C)C2CCN(C(C)=O)CC2)c1	4.1	-4.4	-2.8	-5.0	-5.5	-1.7	2.0	7.8	-6.7
O=C(CSc1nnc(Cn2c(=O)sc3ccccc32)n1-c1ccccc1)NCc1ccco1	0.4	-7.1	-3.6	-1.4	-14.4	-5.2	0.1	4.5	-8.5
CC(O)CNCc1ccccc1C(F)(F)F (stereo unspecified)	1.8	-4.6	-5.5	4.6	-3.6	-9.2	1.9	9.9	-16.9
Cc1cc(C)cc(N(CC(=O)NC2CCCCC2)C(=O)CNC(=O)c2ccco2)c1	0.3	-3.5	-0.3	1.2	-2.5	8.6	0.9	5.4	-0.2
CC1CC(C#N)N(N(C)C)C1=C(C#N)C#N (stereo unspecified)	0.6	0.3	1.1	0.2	-14.1	-7.3	2.5	5.0	-13.6
O=C(CN1CCOCC1)n1c2ccccc2c2ccccc21	0.7	-1.6	-1.2	-11.1	-26.5	-4.2	-0.4	-5.1	22.6
COc1ccc(N2CCN(CCCNC(=O)C3CCCN(S(=O)(=O)c4cnc[nH]4)C3)CC2)cc1 (stereo unspecified)	-0.1	-3.0	-10.5	-0.2	-15.5	-0.1	0.2	8.2	-7.2
O=C(CN1CCN(c2nc(-c3ccc(F)cc3)cs2)CC1)NCc1ccc2c(c1)OCO2	8.6	-11.5	-1.9	-7.1	-0.2	8.5	7.8	-6.7	-10.9
Cc1ccc(S(=O)(=O)NCc2ccccc2)cc1C(=O)N1CCN(c2ccccc2)CC1	13.7	-26.1	-4.8	-8.1	8.6	0.9	4.4	-5.5	2.5
O=C(Nc1cccc(S(=O)(=O)N2CCOCC2)c1)c1cc(=O)[nH]c2ccccc12	1.1	-16.2	-4.0	-3.9	-5.6	-5.9	0.7	6.6	-14.0
O=C(COc1cccnc1[N+](=O)[O-])Nc1cccc2ccccc12	1.8	-13.1	-2.6	-8.9	-3.0	-24.1	0.0	0.1	-4.5
COc1ccc(Cc2c(-c3ccc(C#N)cc3)nc3c4ccccc4ccn23)c(C)c1	-0.1	.	.	.	.	-17.3	0.1	.	-6.0
CC(SC1=NCCS1)C(=O)Nc1nnc(-c2ccc(F)cc2)s1 (stereo unspecified)	1.6	-4.8	1.9	-6.8	-17.5	-6.6	1.6	11.3	-11.1
Cn1nc(-c2ccccc2)c(C(=O)NC(C(=O)O)c2ccccc2)c1Cl (stereo unspecified)	7.2	-11.8	-1.8	-8.2	0.2	-3.8	2.1	-3.3	-8.8
COc1ccc(OC)c(/C=N/n2c(-c3n[nH]c4c3CCC4)n[nH]c2=S)c1	19.5	6.1	-3.0	-8.3	21.1	-1.1	4.2	-9.1	-1.9
NC(=O)c1ccc(NCC2CCCO2)c([N+](=O)[O-])c1 (stereo unspecified)	1.0	2.7	0.9	4.3	-27.2	-9.2	-0.9	21.6	-9.8
COc1ccc(NS(=O)(=O)c2cc(NC(=O)COc3ccc(OC)cc3)ccc2N2CCOCC2)cc1	4.4	17.7	-0.7	-7.9	-5.5	1.1	0.5	5.7	1.1
CCOC(=O)c1csc(NC(=O)CSc2nnnn2-c2ccc(OCC)cc2)n1	0.5	.	-0.9	.	-29.3	2.8	0.3	4.6	-18.7
COC(=O)C1=CN(Cc2cccs2)C=C(C(=O)OC)C1c1cccc(Cl)c1	-1.2	-14.6	-4.6	0.9	6.5	7.6	1.5	-5.4	-14.7
CC(C)NC(NC(=O)/C=C/c1ccccc1)C(Cl)(Cl)Cl (stereo unspecified)	0.0	-7.9	-7.3	-8.1	-3.9	-4.2	-0.7	-6.4	5.2
CCOC(=O)c1cc(-c2ccc(C)cc2)n(CCC(=O)N2CCN(c3ccccn3)CC2)c1C	7.2	-26.1	-9.1	-3.2	0.2	-4.4	4.1	-6.5	-6.8
Cn1c(=N)n(CC(=O)c2ccccc2)c2ccccc21	-0.4	-27.1	-8.3	9.2	-7.7	5.1	0.3	0.0	0.3
CCOC(=O)CCC(=O)N1CCOCCOCCN(C(=O)CCC(=O)OCC)CCOCCOCC1	0.3	3.2	-3.0	-4.0	-5.8	7.0	0.7	7.5	-4.2
